APJ ag – activates the human apelin receptor APJ; 330,000 tested, 0.11% active; activation, % at 20 µM; AID 2520; CHO-K1 APJ PathHunter beta-arrestin, luminescence; 0% DMSO wells, 100% apelin; P35414;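 active = activation more than six SD over the plate average, tested at 20 µM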;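 note: 0% = DMSO alone and 100% = apelin-13 at 10 nM; some results filed as inactive read as strong as hits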
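Incubation: overnight seeding, 90 min compound at 25 °C, 1 h detection; test system: PathHunter CHO-K1 APJ (AGTRL-1) beta-arrestin reporter cells; amount: 1000 cells/well; doses: one dose, 20 µM compound, 1% DMSO; measured by: beta-gal luminescence; measure: agonist-driven arrestin binding to APJ; benchmarks: negative DMSO alone, positive Apelin-13 at 10 nM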
CXCR6 block – inhibitors of human CXCR6 receptor | O00574 | CHO-K1 PathHunter CXCR6 beta-arrestin, luminescence | inhibition, % at 20 µM | 360,000 tested, 0.36% active | AID 602244; in the data active = inhibition above about 34%, passing the limit was not always enough;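 note: antagonist mode with CXCL16 agonist at 10 nM final; 0% = 10 nM CXCL16 with DMSO and 100% = unstimulated wells without agonist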
Target sequence (O00574 whole entry, looked up): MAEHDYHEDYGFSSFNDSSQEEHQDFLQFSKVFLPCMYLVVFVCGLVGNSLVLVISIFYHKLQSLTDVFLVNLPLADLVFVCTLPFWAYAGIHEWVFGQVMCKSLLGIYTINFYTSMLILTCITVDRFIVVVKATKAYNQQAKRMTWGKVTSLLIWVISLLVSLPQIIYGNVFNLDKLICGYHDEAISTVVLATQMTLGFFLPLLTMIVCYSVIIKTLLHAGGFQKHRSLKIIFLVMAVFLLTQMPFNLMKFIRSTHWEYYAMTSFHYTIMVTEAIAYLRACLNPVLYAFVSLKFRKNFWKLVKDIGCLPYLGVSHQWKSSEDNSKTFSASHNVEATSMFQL
ATG4B inhibitor – ATG4B (human) cysteine protease inhibition | ATG4B cleavage of LC3-PLA2, NBD-HPC fluorescence, 1 h | inhibition, % at 8.33 µM | 340,000 tested, 0.51% active; in the data active = inhibition above about 40%
CCR6 antagonist – blocks CCL20-driven beta-arrestin recruitment at human CCR6; P51684; CHO-K1 CCR6 PathHunter beta-arrestin, luminescence, CCL20-stimulated; inhibition, % at 20 µM; 340,000 tested, 0.49% active; AID 493098;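 active = compounds whose inhibition of the agonist-driven luminescence signal at 20 µM reaches about 50%, limit read from the data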;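 note: cells stimulated with CCL20 at 14 nM final; plate controls were DMSO with CCL20 for no effect and DMSO without agonist for full effect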
Target sequence (P51684 whole entry, looked up): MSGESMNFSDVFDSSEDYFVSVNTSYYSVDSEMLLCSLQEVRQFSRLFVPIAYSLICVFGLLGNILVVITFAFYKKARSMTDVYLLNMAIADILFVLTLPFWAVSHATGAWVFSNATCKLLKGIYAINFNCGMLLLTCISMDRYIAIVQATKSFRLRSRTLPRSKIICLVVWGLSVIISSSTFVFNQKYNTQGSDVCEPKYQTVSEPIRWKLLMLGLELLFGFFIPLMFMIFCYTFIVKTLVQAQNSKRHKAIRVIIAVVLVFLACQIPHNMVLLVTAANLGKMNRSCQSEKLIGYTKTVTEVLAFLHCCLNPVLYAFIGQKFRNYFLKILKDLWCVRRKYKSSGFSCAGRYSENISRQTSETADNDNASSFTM
EBI2 block – antagonists of human EBI2 receptor. EBI2 beta-arrestin recruitment, luminescence, 7a,25-OHC stimulated. P32249. 360,000 tested, 0.81% active. inhibition, % at 5 µM; in the data active = inhibition above about 38%;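 note: enzyme fragment complementation signal reports receptor beta-arrestin coupling in cells; 0% = agonist plus DMSO wells and 100% = wells without agonist; some results beyond the cut were filed as inactive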
UBC13 inh – human UBC13 polyubiquitination inhibition. P61088. UBC13 polyubiquitin chain formation, TR-FRET. inhibition, % at 20 µM. 330,000 tested, 0.47% active. AID 485273; in the data active = inhibition above about 45%, passing the limit was not always enough; inconclusive = no clear call, values can overlap the other calls
Target sequence (P61088 whole entry, looked up): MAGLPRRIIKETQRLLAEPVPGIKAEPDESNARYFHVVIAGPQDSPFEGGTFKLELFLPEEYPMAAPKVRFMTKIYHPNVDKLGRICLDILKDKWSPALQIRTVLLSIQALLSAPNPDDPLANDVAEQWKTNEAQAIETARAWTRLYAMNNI
Gli-Sufu antag – Gli-Sufu pathway antagonism | Sufu-KO-LIGHT fibroblasts, Gli luciferase reporter luminescence | inhibition, % at 5 µM | 340,000 tested, 0.74% active | AID 588413;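 active = inhibition above about 55%, limit read from the data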;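 note: 0% = DMSO-treated cells and 100% = wells with medium but no cells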
APJ antagonist – blocks the human apelin receptor APJ | P35414 | CHO-K1 APJ beta-arrestin complementation, luminescence | inhibition, % at 20 µM | 330,000 tested, 0.32% active | AID 2521;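 active = inhibition above about 40% at 20 µM, limit read from the data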;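 note: cells challenged with 10 nM apelin-13 agonist together with compound; plate controls were apelin-13 plus DMSO wells for no effect and DMSO wells lacking apelin-13 for full effect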
An asterisk follows results filed as active; ? = inconclusive.

Field names – A = APJ ag; B = CXCR6 block; C = ATG4B inhibitor; D = CCR6 antagonist; E = EBI2 block; F = UBC13 inh; G = Gli-Sufu antag; H = APJ antagonist
1: O=C(CN(CC1CCCO1)C(=O)c1nsc(Cl)c1Cl)NC1CCCC1 (configuration not stated)
  A = -2; B = 5; C = -3; D = 5; E = -3; F = 10; G = -4; H = 8
2: CC1CCCC(N2CCN(S(=O)(=O)c3ccccc3)CC2)C1 (configuration not stated)
  A = 0; B = -5; C = 9; D = -1; E = 0; F = 2; G = -8; H = 4
3: O=C(/C=C/Nc1cccc(O)c1)c1ccccc1
  A = 0; B = 0; C = -2; D = 24; E = 3; F = -9; G = -5; H = 1
4: COc1ccc2c(c1OC)C(=O)N(c1cccc(C(F)(F)F)c1)C2
  A = -3; B = 8; C = 0; D = 21; E = 3; F = 0; G = -61; H = 9
5: COCC(=O)N(Cc1cc2ccccc2[nH]c1=O)c1ccccc1OC
  A = -1; B = -1; C = 1; D = 5; E = -1; F = 5; G = -2; H = 10
6: CCOC(=O)c1ccc(N2C(=O)C3C(C2=O)C(C(=O)c2ccc(Cl)cc2)N2CCCC32)cc1 (configuration not stated)
  A = -3; B = 8; C = -7; D = -12; E = -4; F = -6; G = 0; H = 18
7: C[C@H]1CCC(=O)N(CCSc2ccc(Br)cc2)CC1
  A = -3; B = -2; C = 4; D = 20; E = 28; F = 16; G = -42; H = 3
8: COc1cccc(-c2c(C(=O)N/N=C/c3cccs3)nnn2-c2nonc2N)c1
  A = 2; B = -13; C = -10; D = 11; E = -1; F = -9; G = 26; H = 12
9: Cc1ccc(NC(=O)C(C)Sc2nnc(C)n2CC2CCCO2)cc1 (configuration not stated)
  A = -1; B = -9; C = 0; D = 22; E = -17; F = 3; G = -2; H = -10
10: Cc1cc(C)cc(C(=O)NCC(=O)OCC(=O)c2c(N)n(C)c(=O)n(C)c2=O)c1
  A = -5; B = -8; C = -5; D = -1; E = -9; F = -1; G = -2; H = 10
11: COc1ccc(C2CC(C(F)(F)F)n3nc(C(=O)Nc4ccc5c(c4)OCO5)cc3N2)cc1 (configuration not stated)
  A = 3; B = 1; C = -2; D = 8; E = 11; F = -5; G = 0; H = -22
12: CCOC(=O)Nc1ccccc1C(=O)N1CCOCC1
  A = 1; B = 2; C = -7; D = -2; E = 4; F = -7; G = 5; H = -3
13: COc1ccc(-c2noc(C(=O)NCc3ccccc3Cl)n2)cc1OC
  A = -2; B = 9; C = 11; D = 11; E = -4; F = 6; G = -1; H = 12
14: CCCN1CCC(=O)N([C@H](CSc2ccc(OC)cc2)CC(C)C)CC1
  A = -7; B = -5; C = -6; D = 7; E = -2; F = 6; G = -6; H = -2
15: O=C(NCc1ccc(F)cc1)c1ccc[nH]1
  A = -3; B = 22; C = -11; D = 1; E = 7; F = 1; G = 0; H = -19

Next section
Field names – A = APJ ag; B = CXCR6 block; C = ATG4B inhibitor; D = CCR6 antagonist; E = EBI2 block; F = UBC13 inh; G = Gli-Sufu antag; H = APJ antagonist
16: O=C(Nc1cccc(C(=O)Nc2ccccc2F)c1)c1ccccc1
  A = -1; B = 2; C = 0; D = -1; E = 5; F = 2; G = 4; H = 8
17: CCC(C)[C@H](NC(=O)N1CC(=O)Nc2ccccc21)C(=O)N[C@@H](C(=O)O)c1ccccc1 (some centres not stated)
  A = 2; B = -5; C = -7; D = 7; E = 2; F = -5; G = -10; H = 7
18: CCOc1ccc(CC(=O)Nc2cccc(-c3ccc4nnc(C)n4n3)c2)cc1
  A = -2; B = -6; C = -5; D = 6; E = 4; F = 6; G = 9; H = 3
19: COc1ccc(OC)c(NS(=O)(=O)c2cccs2)c1
  A = -2; B = -8; C = -8; D = 8; E = 8; F = -6; G = -1; H = 1
20: COc1ccc(S(=O)(=O)N2CCCCC2)cc1NC(=O)CSc1ncccn1
  A = -3; B = 10; C = -6; D = 11; E = -5; F = 13; G = 28; H = -11
21: COc1ccc(OCCOC(=O)c2cc(S(=O)(=O)N3CCOCC3)c(Cl)cc2Cl)cc1
  A = 4; B = -9; C = -8; D = -10; E = 7; F = 6; G = -15; H = -12
22: COc1cc(C2C(C(C)=O)=C(O)C(=O)N2CCc2ccc(OC)c(OC)c2)ccc1O (configuration not stated)
  A = -3; B = 6; C = -2; D = -2; E = -7; F = -2; G = -28; H = 5
23: CN(C)c1ccc(C(=O)NC2CCCc3ccccc32)cc1 (configuration not stated)
  A = 0; B = 9; C = 6; D = -5; E = -13; F = -2; G = -20; H = -7
24: Cc1c(NC(=O)CN2c3ccccc3CC2C)c(=O)n(-c2ccccc2)n1C (configuration not stated)
  A = -4; B = 0; C = 11; D = 6; E = 1; F = -1; G = 32; H = 0
25: Cc1ccc(NC(=O)CSc2ncccn2)cc1F
  A = -2; B = -5; C = -2; D = 8; E = 0; F = -2; G = -10; H = 10
26: COc1cccc(OC)c1C(=O)Nc1nc2ccc(S(C)(=O)=O)cc2s1
  A = -1; B = 2; C = -11; D = -4; E = 4; F = 10; G = -21; H = 0
27: O=C(Nc1ccc(Cc2ccncc2)cc1)C1CCC(N2C(=O)C3CC=CCC3C2=O)CC1 (configuration not stated)
  A = 7; B = 3; C = -4; D = -2; E = -4; F = 5; G = -2; H = -1
28: CN1CCN(C(=O)/C=C/c2ccc(Cl)c(Cl)c2)CC1
  A = -5; B = 4; C = 0; D = 9; E = 92*; F = -2; G = 4; H = 7
29: O=C(c1ccccc1)c1c(O)cc(-c2ccccc2)oc1=O
  A = -4; B = -3; C = -4; D = 6; E = -19; F = 1; G = -6; H = -11
30: CCOC(=O)c1c(C)nc2sc3c(=O)[nH]cnc3c2c1-c1ccc(OC)cc1
  A = -3; B = 1; C = -8; D = 26; E = 7; F = ?; G = 2; H = 25

Brought forward from above: three entries, followed by the next part.
Field names – A = APJ ag; B = CXCR6 block; C = ATG4B inhibitor; D = CCR6 antagonist; E = EBI2 block; F = UBC13 inh; G = Gli-Sufu antag; H = APJ antagonist
28: CN1CCN(C(=O)/C=C/c2ccc(Cl)c(Cl)c2)CC1
  A = -5; B = 4; C = 0; D = 9; E = 92*; F = -2; G = 4; H = 7
29: O=C(c1ccccc1)c1c(O)cc(-c2ccccc2)oc1=O
  A = -4; B = -3; C = -4; D = 6; E = -19; F = 1; G = -6; H = -11
30: CCOC(=O)c1c(C)nc2sc3c(=O)[nH]cnc3c2c1-c1ccc(OC)cc1
  A = -3; B = 1; C = -8; D = 26; E = 7; F = ?; G = 2; H = 25
31: CCC(C(=O)O/N=C(\N)c1ccc(Cl)cc1)c1ccccc1 (configuration not stated)
  A = 1; B = -7; C = -6; D = -4; E = 13; F = -10; G = -7; H = -16
32: O=C(COC(=O)c1ccccc1F)NCc1ccc2c(c1)OCO2
  A = -2; B = -1; C = -11; D = 0; E = -4; F = 10; G = -4; H = 4
33: Cc1nc(C)c(C(=O)Nc2ccccc2)s1
  A = 5; B = 5; C = -7; D = 1; E = -2; F = 0; G = -3; H = 1
34: COc1ccc(NC(=O)C(c2ccc(C)cc2)N(C)C(=O)CC2NC(=O)NC2=O)cc1 (configuration not stated)
  A = -4; B = 5; C = -1; D = -4; E = -7; F = -5; G = 5; H = 11
35: CCN(CC)C(=O)Cn1cc(S(=O)(=O)CC(=O)Nc2cc(C)on2)c2ccccc21
  A = 1; B = 1; C = 1; D = 8; E = 3; F = -4; G = 5; H = -8
36: Cc1ccc(CN(C)C(=O)C2CCCN2C(=O)c2cccs2)o1 (configuration not stated)
  A = 0; B = -11; C = -11; D = 1; E = -21; F = -3; G = 2; H = 3
37: Cc1c(NS(=O)(=O)c2ccc(Cl)c(C(=O)OC(C)C(=O)N3CCOCC3)c2)c(=O)n(-c2ccccc2)n1C (configuration not stated)
  A = -1; B = 3; C = 2; D = 2; E = -11; F = 6; G = 1; H = 9
38: O=C(Cc1ccccc1)NC(c1ccco1)c1c(O)ccc2ccccc12 (configuration not stated)
  A = -3; B = -6; C = 2; D = 20; E = -5; F = 1; G = 5; H = -8
39: Cc1cccc(OCC(=O)NCC2CCCO2)c1C (configuration not stated)
  A = -2; B = 2; C = -1; D = 11; E = -6; F = 0; G = -5; H = -3
40: O=C(Nc1cc(Cl)ccc1F)c1ccc(-n2cncn2)c([N+](=O)[O-])c1
  A = 10; B = 0; C = 4; D = -11; E = 2; F = -3; G = -11; H = -39
41: CCC(=O)N1CCN(c2ccc(OC)cc2[N+](=O)[O-])CC1
  A = -4; B = -7; C = -5; D = -1; E = -2; F = -6; G = -4; H = 12
42: CCCCSC1(SCCCC)N=C(N)C2(C#N)C(c3ccccc3)NC(C)=CC12C#N (configuration not stated)
  A = -6; B = 8; C = -5; D = 21; E = -11; F = 1; G = -11; H = 19
43: CC(=O)Nc1ccc(NC(=O)c2ccc(C3SCC(=O)N3CCc3ccccc3)cc2)cc1 (configuration not stated)
  A = -1; B = -5; C = -10; D = 12; E = -8; F = 8; G = 17; H = -8
44: CC(=O)N1CCC2(CC1)C(C#N)=C(N)OC1=C2C(=O)CC(C)(C)C1
  A = 1; B = -4; C = -5; D = 8; E = -12; F = 2; G = 12; H = 22
45: COc1ccc(C(=O)c2ccc(-c3ccc(OC)cc3)nc2)cc1
  A = -3; B = 5; C = 3; D = 1; E = 16; F = -18; G = -17; H = 3

Carrying on.
Field names – A = APJ ag; B = CXCR6 block; C = ATG4B inhibitor; D = CCR6 antagonist; E = EBI2 block; F = UBC13 inh; G = Gli-Sufu antag; H = APJ antagonist
46: COCCNC(=O)c1ccc2c3n(nc2c1)-c1ccccc1CO3
  A = 3; B = -8; C = -5; D = -4; E = -16; F = -3; G = -67; H = 7
47: C(#CCN1CCC(Cc2ccccc2)CC1)COCCOCc1ccccc1
  A = -4; B = -12; C = -1; D = 25; E = 10; F = 8; G = 6; H = 9
48: CCN(CC)C(=S)SCC(=O)Nc1ncc2c(n1)CC(C)(C)CC2=O
  A = -5; B = -9; C = 6; D = 11; E = 11; F = 2; G = 8; H = 5
49: CCc1ccc(N2CC(C(=O)Nc3ccc(S(=O)(=O)N4CCCCC4)cc3)CC2=O)cc1 (configuration not stated)
  A = 6; B = 6; C = 8; D = 12; E = 81*; F = -4; G = 9; H = 1
50: Cc1ccc(Sc2ccc(N)cc2C#N)cc1
  A = 3; B = 6; C = -3; D = -1; E = -5; F = 12; G = -13; H = 19
51: O=C(O)COc1ccccc1/C=N/NC(=O)C(O)c1ccccc1 (configuration not stated)
  A = 0; B = -3; C = -1; D = -6; E = -10; F = 2; G = -8; H = 0
52: CC(C)(CNC(=O)c1cccc(S(=O)(=O)NCc2ccccc2)c1)N1CCOCC1
  A = 3; B = -9; C = -7; D = -1; E = -4; F = -2; G = 1; H = 17
53: O=C(O)COc1ccc(/C=N/NC(=O)COc2nsnc2N2CCOCC2)cc1
  A = -2; B = 3; C = -8; D = 7; E = -13; F = 6; G = -1; H = 16
54: CC(C)(NC(=O)N1CCCC1)c1cccc(C(C)(C)NC(=O)N2CCCC2)c1
  A = -1; B = -2; C = 1; D = 21; E = -7; F = -3; G = 14; H = -4
55: CCOC(=O)NC(=O)CSc1nnnn1-c1ccccc1
  A = 4; B = -2; C = 0; D = -9; E = -1; F = 1; G = 1; H = 8
56: O=C(CSc1nnc(-c2ccc(Cl)cc2)n1Cc1ccco1)c1cccs1
  A = 1; B = 1; C = 9; D = 16; E = 10; F = 3; G = -5; H = 2

Bioassay records: PubChem BioAssay, Sanford-Burnham Center for Chemical Genomics

This is a random part of the collection. About 3% of those tested had a hit in this group.
